AI-2 QS modul – Vibrio harveyi AI-2 quorum sensing modulation; Vibrio harveyi JMH597 AI-2 luminescence/OD600 ratio, 9 h; stronger effect = lower value; strain lacks LuxN and CqsS sensors; 0 = neutral-control median; hit rate 0.4% among 300,000; activity change, % at 7.5 µM; in the data active means activity change below about -75%, passing the limit was not always enough;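 further: luminescence divided by OD600 gain over 9 h not by final OD600 alone; inactives centre near 13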
aSyn UTR inh – 5' untranslated region of α-synuclein, MLPCN primary screen | alpha-synuclein 5'UTR reporter, inhibitor activity | hit rate 0.82% among 300,000 | inhibition, % (tested at 7.5 µM) | AID 1813; in the data active means inhibition above about 60%;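 further: H4 neuroglioblastoma cells stably carrying SNCA 5'UTR luciferase fusion; 0% = DMSO wells and 100% = positive control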
HSP90 inh – blocks HSP90-mediated luciferase refolding in reticulocyte lysate | Rabbit reticulocyte lysate, luciferase refolding luminescence, 3 h | inhibition, % at 5.6 µM | hit rate 0.91% among 290,000 | AID 1789;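 active means inhibition above the screen-wide mean plus 3 SD, computed separately per campaign, cut at about 16% in these data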;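 further: 0% = DMSO wells and 100% = 60 µM geldanamycin wells; inhibitors lower the luminescence because luciferase stays unfolded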
GSK3 alpha inh – inhibitors of human GSK-3 alpha kinase | hit rate 0.1% among 320,000 | inhibition, % at 10 µM | ADP-Glo luminescence, 60 min | P49840;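 in the data active means inhibition above about 50%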;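 further: GST-tagged GSK-3 alpha with peptide substrate and 25 µM ATP; 0% = DMSO neutral wells and 100% = GW8510 positive control wells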
Target sequence (P49840 whole entry, looked up): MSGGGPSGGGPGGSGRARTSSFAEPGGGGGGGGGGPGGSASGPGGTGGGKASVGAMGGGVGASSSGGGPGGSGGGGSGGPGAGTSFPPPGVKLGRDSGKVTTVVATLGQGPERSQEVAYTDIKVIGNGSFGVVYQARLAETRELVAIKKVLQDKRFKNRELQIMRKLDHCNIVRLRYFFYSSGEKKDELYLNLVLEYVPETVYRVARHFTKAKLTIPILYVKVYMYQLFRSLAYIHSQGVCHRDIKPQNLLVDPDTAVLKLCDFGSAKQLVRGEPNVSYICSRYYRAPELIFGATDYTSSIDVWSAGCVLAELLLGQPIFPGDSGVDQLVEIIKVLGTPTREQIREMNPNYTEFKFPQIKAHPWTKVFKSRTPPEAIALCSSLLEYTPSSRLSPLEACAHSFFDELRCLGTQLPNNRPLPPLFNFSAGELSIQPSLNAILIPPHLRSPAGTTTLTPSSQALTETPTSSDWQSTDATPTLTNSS
HSF1 activator – increases HSF-1 driven luciferase reporter signal. NIH3T3-HGL HSF-1 luciferase reporter, MG132, 8 h; 100% = twice DMSO control signal. activation, % at 9 µM. hit rate 1.7% among 300,000;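 active means mean replicate activation of at least 50% with a set share of replicates each reaching 50%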;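 further: 0% = median of the neutral control wells and 100% = twice that signal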
KLF5 inh – inhibitors of KLF5 expression; inhibition, % at 5 µM; AID 1700; DLD-1 KLF5 promoter-luciferase reporter, luminescence; hit rate 0.23% among 290,000;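 active means inhibition above a per-plate limit of that plate's mean compound inhibition plus 3 SD, cut at about 60% in these data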;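 further: 0% = DMSO wells and 100% = LY294002 at 200 µM; higher means less KLF5 promoter-driven luciferase light; inactives centre near -14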
GSK3B inh – blocks human GSK3beta kinase activity | GST-GSK3beta kinase, ADP-Glo luminescence, 60 min; stronger effect = lower value | P49841 | AID 2097 | activity score (negative = inhibition), % at 10 µM | hit rate 0.038% among 300,000;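 active means more than half of replicate wells score below -50%, meaning over 50% inhibition versus plate controls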;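 further: 0% = median DMSO wells and -100% = median GW8510 positive control wells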
Target sequence (P49841 whole entry, looked up): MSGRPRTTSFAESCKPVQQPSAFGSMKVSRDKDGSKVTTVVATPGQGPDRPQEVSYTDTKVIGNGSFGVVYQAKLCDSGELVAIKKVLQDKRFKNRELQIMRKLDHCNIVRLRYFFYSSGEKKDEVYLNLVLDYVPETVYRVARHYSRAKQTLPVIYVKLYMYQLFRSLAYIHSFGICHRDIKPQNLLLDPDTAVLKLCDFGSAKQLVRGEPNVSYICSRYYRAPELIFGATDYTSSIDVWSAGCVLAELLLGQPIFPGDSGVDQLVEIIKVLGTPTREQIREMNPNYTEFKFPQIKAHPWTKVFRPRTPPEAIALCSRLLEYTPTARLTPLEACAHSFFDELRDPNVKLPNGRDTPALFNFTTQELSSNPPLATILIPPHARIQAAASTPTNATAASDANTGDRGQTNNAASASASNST
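test system = GST-tagged human GSK3beta kinase, cell-free | reagent = 25 µM ATP with peptide substrate | dosing = one dose of 10 µM per compound | schedule = 60 min reaction, RT | detection = luminescent ADP-Glo measurement of ADP formed | control set = DMSO neutral wells and GW8510 at 20 µM as positive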
IEC-6 cytotox – counter-screen for KLF5 inhibitors: cytotoxicity in IEC-6 cells; IEC-6 cytotoxicity, luminescence viability; inhibition, % at 5 µM; hit rate 0.78% among 290,000; AID 1825; in the data active means inhibition above about 22%;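 further: 0% = plate median of test compound wells and 100% = cytotoxic reference compound wells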
HSF1 inh – HSF1 inhibition. NIH3T3-HGL HSE-luciferase, MG132-induced, luminescence 8 h; stronger effect = lower value. activity change, negative = inhibition, % at 7.5 µM (by protocol). hit rate 0.77% among 300,000;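 active means more than half of replicate wells show activity change below -50%, luminescence cut by over half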;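 further: luciferase reports HSF-1 transcriptional activity via heat shock element; 0% = median of DMSO wells and -100% = zero luminescence signal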
HIF act – HIF pathway transcriptional activation; activation, % at 7.5 µM (by protocol); hit rate 0.32% among 300,000; U2OS HRE-luciferase reporter, luminescence; normalized: DMSO 0%, desferrioxamine 100%; AID 1910;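 active means mean activation of at least 10% of the iron chelator positive control signal, with at least half of replicates also reaching 10%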
* = called active by the depositor; / = no result given. No enrichment for hits. About 4.7% of those tested had a hit in this group.

structure	AI-2 QS modul	aSyn UTR inh	HSP90 inh	GSK3 alpha inh	HSF1 activator	KLF5 inh	GSK3B inh	IEC-6 cytotox	HSF1 inh	HIF act
Cc1cc2sc3nc(=O)n(-c4ccccc4)c(=O)n3c2cc1C	13	-160	1	-2	46	-101	5	1	29	7.8
COc1ccc(NS(=O)(=O)c2csc(C(N)=O)c2)cc1OC	12	10	3	0	-11	-15	0	6	-8	-0.2
COc1ccc(NC(=O)c2ccc(CNc3c(N4CCCC4)c(=O)c3=O)cc2)cc1Cl	-6	9	1	-3	-7	-28	0	5	12	-0.3
COc1ccccc1NC(=O)CC(=O)CSc1nnc(-c2ccc(C)cc2)n1C	19	-12	4	/	11	-14	-2	-1	1	0.2
COc1ccccc1-n1c(CNC(=O)c2ccco2)n[nH]c1=S	12	3	-3	-1	4	-17	-6	1	-7	-0.2
COC(OC)c1ccnc(-c2ccc(OC(=O)c3ccccc3)cc2)n1	-3	-10	-3	-1	35	-10	-1	-8	10	0.5
COc1ccccc1C(=O)Nc1ccc(-c2nnn(CC(=O)NCc3ccco3)n2)cc1	43	-17	3	-3	18	14	-1	0	19	0.1
CCOc1ccc(-n2c(=O)[nH]cc(C(=O)Nc3ccc(OC)c(OC)c3)c2=O)cc1	-4	17	0	1	1	-54	-2	0	-6	0.4
CN(C)S(=O)(=O)n1cc(/C=C(\NC(=O)c2ccccc2)C(=O)NCCCN2CCOCC2)c2ccccc21	10	8	-5	1	-2	-13	-1	-1	-7	0.2
Cc1c(O)nc(SCC(=O)Nc2cccc(C(F)(F)F)c2)n(-c2ccccc2)c1=O	32	-8	0	-4	16	10	3	4	14	-0.1
COc1cc2oc(=O)ccc2c(OC)c1CC(O)C(C)(C)O (centres undefined)	6	6	/	0	-4	/	1	/	1	1.2
CCOC(=O)NNC1CC(=O)N(c2ccccc2)C1=O (centres undefined)	11	12	1	-2	39	-13	1	-9	9	-0.2
Cc1ccnc(SCC(=O)N2CCC(C(N)=O)CC2)n1	7	24	1	-2	-3	-8	-4	-2	0	-0.4
CC(C)N(C(=O)Cn1cc(SCC(=O)NCc2ccco2)c2ccccc21)C(C)C	21	-7	-3	1	36	-8	4	-6	10	0.1
CC1CCc2nn(CC(=O)N3CCN(C(=O)c4ccco4)CC3)cc2C1 (centres undefined)	22	12	1	/	0	-3	4	0	-6	0.0
CCOC(=O)c1sc(NC(=O)CN2C(=O)NC3(CC(C)CC(C)(C)C3)C2=O)c(C(=O)OCC)c1C (centres undefined)	11	-18	-1	-2	10	-26	1	-3	2	-0.6
C=CCn1cc(C(=O)NCc2ccco2)c(=O)c2cc(S(=O)(=O)N3CCCCCC3)ccc21	1	49	2	-2	22	6	-1	20	11	-0.8
CCOc1ccccc1CN1CCN(Cc2cccc3c2OCO3)CC1CCO (centres undefined)	17	18	0	4	-3	-37	0	-1	-6	-0.3
CCC(C)NC(=O)/C=C1\Sc2ccccc2NC1=O (centres undefined)	9	-74	-1	/	-1	-11	-1	2	-7	0.4
O=C(O)/C=C\C(=O)Nc1ccccc1F	21	3	0	/	-8	-38	3	-2	-4	-2.9
COc1ccc2cc(CN(Cc3cccnc3)Cc3nnnn3Cc3ccccc3)c(=O)[nH]c2c1	10	24	0	2	1	3	0	7	0	0.2
OC(COCC1COc2ccccc2O1)CN1CCN(c2ccccc2F)CC1 (centres undefined)	20	8	0	-5	0	-7	5	2	4	-0.3
CCn1c(=O)cc(OCC(=O)N2CCN(c3ccc(F)cc3)CC2)c2ccccc21	6	-1	-2	0	23	-31	1	9	9	0.0
CCSc1nnc(-c2ccc(C)cc2)c2ccccc12	5	8	1	-1	1	0	0	6	-6	-1.7
COC(=O)c1ccc(NC(=S)NC2c3ccccc3CC2O)cc1 (centres undefined)	2	-12	4	-1	1	-24	-4	1	0	0.1
Cc1cc(C(=O)NC(C)c2ccncc2)no1 (centres undefined)	24	-2	3	11	-39	-16	2	4	-23	-0.3
COc1ccc(OC)c(S(=O)(=O)N2CCCC(C(=O)NCc3cccnc3)C2)c1 (centres undefined)	6	0	-1	0	-20	0	4	-2	-2	0.5
Nn1c(CSc2ccccn2)nc2ccccc2c1=O	9	-123	5	-2	-7	-101	-4	6	-11	1.4
O=C(CSc1ncn[nH]1)NCCCc1ccccc1	33	0	-4	0	-6	-25	-2	-4	-1	0.2
COc1ccccc1C1c2[nH]c3ccccc3c2CCN1Cc1ccc(NC(C)=O)s1 (centres undefined)	4	17	6	1	-18	-1	1	1	-4	-0.3

(next part)
structure	AI-2 QS modul	aSyn UTR inh	HSP90 inh	GSK3 alpha inh	HSF1 activator	KLF5 inh	GSK3B inh	IEC-6 cytotox	HSF1 inh	HIF act
O=C(Nc1ccc(NC(=O)c2cccs2)cn1)c1ccccc1	13	-134	0	0	36	-148	-1	3	4	1.2
CC(N=Cc1c(O)c2ccccc2oc1=O)C(=O)O (centres undefined)	-1	18	2	1	5	-7	3	5	-1	-0.6
CN(C)C(CNC(=O)CSc1nc2sc3c(c2c(=O)n1C)CCC3)c1ccccc1 (centres undefined)	1	18	/	0	-1	/	-1	/	-5	0.0
CC(C)[C@H](NC(N)=O)C(=O)Nc1cccc(S(=O)(=O)N2CCOCC2)c1	9	-8	0	2	-2	-35	-1	0	-2	1.2
CCn1c(=O)c([N+](=O)[O-])c(NCCc2ccc(OC)c(OC)c2)c2ccccc21	11	24	-1	7	-11	-26	0	0	6	-0.2
Cc1ccc(S(=O)(=O)NCCSc2nnnn2-c2ccccc2)cc1	8	-10	1	1	-11	1	-2	-2	-8	/
CCOC(=O)c1c(C)[nH]c(N=Nc2ccc(OC)cc2)c1C	1	-249	1	0	37	-93	2	7	23	3.5
COc1cc(Cl)c(C)cc1NC(=O)c1ccc(NS(=O)(=O)c2ccc(F)c(F)c2)cc1	16	6	-2	0	-15	1	4	-4	0	0.0
CCOC(=O)/C(C#N)=N/Nc1ccc(S(=O)(=O)Nc2cc(OC)nc(OC)n2)cc1	61	12	/	-7	11	/	1	/	7	-0.2
Clc1ccc(-c2cc(C3CCNCC3)[nH]n2)cc1	21	-11	-4	2	28	1	-1	2	5	1.6
CCOC(=O)/C(N=Nc1c(Br)cc(Br)cc1Br)=C(\C)O	-3	-6	1	0	-3	-16	1	-1	-6	-0.9
CSCCC(NC(=O)c1ccccc1)C(=O)NCCc1ccccc1 (centres undefined)	10	-15	-3	-3	-2	-22	3	-4	0	0.8
Cc1ccc(Nc2nc(-c3ccc(S(=O)(=O)N4CCOCC4)cc3)cs2)cc1Cl	34	-23	-6	0	27	5	2	-3	8	-0.5
CSc1ncc(Cl)c(C(=O)Nc2ccccc2Cl)n1	16	45	3	/	/	-10	0	4	/	/
O=C(NCc1ccccc1)c1ccc(-c2ccccc2F)o1	12	-155	-1	4	26	-49	0	0	19	2.1
O=C(COc1ccc(Cl)cc1)N1CCN(S(=O)(=O)c2ccc(Cl)cc2)CC1	34	6	0	-3	4	-16	1	-8	6	-0.3
CCN1C(=O)N[C@@H](CCc2ccccc2)C(C(C)=O)=C1C	10	6	/	1	6	/	0	/	1	0.1
C/C(=N\OCC(=O)OC(C)C(=O)Nc1ccc(C(N)=O)cc1)c1ccc2c(c1)OCO2 (centres undefined)	23	0	0	-1	7	-19	2	2	-3	-0.8
O=C(NCCCNC(=O)c1ccccn1)c1ccc(Cl)cc1	17	6	1	-1	12	-8	-3	2	-4	0.8
COc1ccc(C(=O)N(C)Cc2ccon2)cc1OC1CCN(C(C)C)CC1	18	13	0	0	-4	-4	1	2	5	-0.1
CCOC(=O)c1cnn(-c2nc(OC)cc(OC)n2)c1C(F)(F)F	10	-9	-2	-3	19	-20	3	6	-6	-1.4
O=C(NC(=S)Nc1ccccn1)c1cncc(Br)c1	16	-4	-1	1	30	-36	3	6	21	2.2
Cn1nc(-c2ccccc2F)c2cc(C(=O)Nc3ccc4c(c3)OCCO4)sc21	19	-16	-6	/	20	-36	3	12	9	-1.5
S=C(NCc1ccncc1)Nc1cccc(Cl)c1	-14	-25	-4	-1	2	-5	3	1	8	0.2
COc1ccc(N/C=C/C(=O)c2ccc(C)cc2)c([N+](=O)[O-])c1	-15	-13	1	-2	29	-119	0	-4	7	0.7
Cn1nnc2c[n+](CC(=O)c3ccc4ccccc4c3)cc(Br)c21	-15	-28	3	-3	93*	-11	-2	-3	41	0.8
CCOC(=O)C1CCCN(C(=O)c2cn(C)c(=O)c3cc(OC)c(OC)cc23)C1 (centres undefined)	-9	0	1	-1	4	-16	0	-5	6	0.3
C=CCN(c1ccc(C(=O)Nc2cccc(C)c2)cc1)S(C)(=O)=O	27	-31	0	-3	-5	-15	3	-4	-5	0.6
O=C(CN1CCN(c2ccccn2)CC1)Nc1nc2ccccc2s1	5	-5	-2	-28	13	-32	0	-2	10	0.3
CC(C)(C)NC(=O)/C(=C\C=C\c1ccccc1)NC(=O)c1ccc([N+](=O)[O-])cc1	25	17	3	2	-2	-4	0	4	-3	-0.6

Next part:
structure	AI-2 QS modul	aSyn UTR inh	HSP90 inh	GSK3 alpha inh	HSF1 activator	KLF5 inh	GSK3B inh	IEC-6 cytotox	HSF1 inh	HIF act
COCC(=O)Nc1c(C(=O)Nc2ccccc2OC)oc2ccccc12	16	-147	-2	-1	4	-25	-1	4	-2	1.2
CCC1(N(C(C)=O)c2ccc(OC)cc2)C(=O)c2ccccc2C1=O	19	4	-1	-3	-6	8	1	3	-3	-0.5
Cc1nn(CC(=O)NCCC2=CCCCC2)c(C)c1[N+](=O)[O-]	137	11	/	0	-3	/	5	/	4	0.8
Cc1nnc(N/N=C/c2ccccc2O)n1N	21	-42	58*	1	71*	-4	-1	102*	49	-6.2
CCN1CCN(C(=O)c2ccc3c(=O)n(CCC4=CCCCC4)c(=O)[nH]c3c2)CC1	1	-41	-1	-2	-10	-35	-5	-1	1	0.8
CCC(C)N1CCN(S(=O)(=O)c2ccc(NC(C)=O)cc2)CC1 (centres undefined)	5	-2	5	-2	-8	11	1	0	-3	0.1
Nc1c(C(=O)NCCN2CCOCC2)c2nc3ccccc3nc2n1CCc1ccccc1	13	-6	2	0	-15	-2	3	-2	6	-0.3
COc1ccc2c(c1)CCc1c(C(=O)NCc3ccco3)noc1-2	26	-120	-1	0	29	-60	-1	0	36	1.7
COC(=O)c1cccc(Nc2ncnc3sccc23)c1	25	-57	-9	0	32	-27	-4	-2	2	0.2
CC(C)Oc1ccccc1OCCCOc1cccc2cccnc12	8	3	1	-3	31	-1	-1	3	5	0.2
NNC(=O)CN1CCN(c2ncc(C(F)(F)F)cc2Cl)CC1	8	-14	-2	-2	5	13	-2	-2	-6	0.0
CC(/C=N/n1c(-c2ccco2)n[nH]c1=S)=C\c1ccco1	18	8	-2	12	-7	-12	0	-9	-6	0.2
COc1ccc(CCNC(=O)C2(C)CCC(=O)N2Cc2ccc(F)cc2Cl)cc1OC (centres undefined)	19	9	-4	-2	0	-15	-3	-2	6	-0.6

Source: PubChem (several laboratories)
